IMPase cell inh: IMPase inhibition in cells. inhibition (IP1 accumulation), % at 46.1 µM. CHO-M1 cells, IP1 accumulation, HTRF TR-FRET ratio. AID 901. P97697. 120,000 tested, under 10 active; active means well fitted curve in the direction sought with a large enough effect in the signal ratio, not every such curve was filed as active; inconclusive means small, poorly fitted or top-dose-only effect, or a change in a side signal; inactive means no such curve, though single readings can be large or run the other way; the % refers to the signal ratio;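 further: cells stimulated with carbachol in lithium chloride buffer; plate controls were DMSO basal wells for no effect and reference inhibitor wells for full effect; higher means more IMPase inhibition seen as more IP1 and lower FRET ratio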
Target sequence (P97697 whole entry, looked up): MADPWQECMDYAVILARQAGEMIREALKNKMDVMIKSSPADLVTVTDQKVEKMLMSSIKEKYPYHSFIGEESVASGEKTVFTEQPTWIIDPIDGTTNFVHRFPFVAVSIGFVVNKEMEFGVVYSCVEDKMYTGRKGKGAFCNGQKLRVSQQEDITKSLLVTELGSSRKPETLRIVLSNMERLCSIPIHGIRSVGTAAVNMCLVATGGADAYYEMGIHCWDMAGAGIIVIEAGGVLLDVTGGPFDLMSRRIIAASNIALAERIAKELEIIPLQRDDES
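The IP-One HTRF competitive assay in carbachol-stimulated CHO-M1 cells quantifies cellular IP1. Compounds spanned up to 46 uM final, and activity is expressed as AC50 from concentration-response fits of the ratio and donor data.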
PNC assembly inh: perinucleolar compartment assembly inhibition | PC3M PTB-GFP, PNC prevalence imaging, 16 h; active compounds read low | activity change (PNC), negative = inhibition, % at 10 µM | actives 3.1% (n = 140,000) | AID 2417;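 active means readout at or below -70, meaning at least 70% loss of cells showing the perinucleolar compartment, a nuclear body marking cancer cells; inconclusive means readout between -30 and a set limit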;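 further: plate controls were DMSO wells for no effect and camptothecin positive control wells for full effect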
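Read-out is percentage of cells bearing a perinucleolar compartment, from automated 20x imaging of fixed, Hoechst-stained PC3M PTB-GFP cells. Cells were seeded 4 h, then exposed 16 h to compound (23 nl of library stock) in duplicate plates.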
ALOX15B inhib: blocks human 15-lipoxygenase 2 activity; O15296; purified 15hLO-2, xylenol orange hydroperoxide absorbance; Potency, µM (series often up to 57.1 µM), for the others: at the highest dose activity change, negative = inhibition, usual class: inhibitors; actives 0.56% (n = 110,000); further: potency means the concentration at half of the fitted maximal effect; nearly all actives have a fitted effect of over 60% in size; many of its hits are not listed in these tables
Target sequence (O15296 whole entry, looked up): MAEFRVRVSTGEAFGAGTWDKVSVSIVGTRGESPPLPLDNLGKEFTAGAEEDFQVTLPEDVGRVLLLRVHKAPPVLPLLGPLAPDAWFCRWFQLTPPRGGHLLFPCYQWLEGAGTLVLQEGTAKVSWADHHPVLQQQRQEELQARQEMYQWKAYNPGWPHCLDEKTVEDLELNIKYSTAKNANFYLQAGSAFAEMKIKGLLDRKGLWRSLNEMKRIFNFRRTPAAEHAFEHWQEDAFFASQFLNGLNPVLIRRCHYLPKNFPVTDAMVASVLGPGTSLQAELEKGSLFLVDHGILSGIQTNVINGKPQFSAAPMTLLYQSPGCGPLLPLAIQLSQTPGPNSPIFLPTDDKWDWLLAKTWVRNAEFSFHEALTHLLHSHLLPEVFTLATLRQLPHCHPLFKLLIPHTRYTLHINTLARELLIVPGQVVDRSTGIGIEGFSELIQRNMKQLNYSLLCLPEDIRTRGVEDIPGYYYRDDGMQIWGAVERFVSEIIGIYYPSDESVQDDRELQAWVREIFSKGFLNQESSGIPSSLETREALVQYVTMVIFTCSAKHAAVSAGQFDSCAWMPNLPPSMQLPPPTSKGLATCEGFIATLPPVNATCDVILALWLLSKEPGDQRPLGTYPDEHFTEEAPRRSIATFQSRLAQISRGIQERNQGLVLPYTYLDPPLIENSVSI
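Read-out: hydroperoxide product oxidises ferrous iron, measured as xylenol orange complex via the 573-to-405 nm absorbance ratio after 30 min. Reaction: 50 nM enzyme, 15 min compound preincubation, 45 uM arachidonic acid, 90 min RT, Hepes pH 7.5 with Triton X-100.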
ALOX12 inhib: 12-hLO (ALOX12) enzyme inhibition; purified 12-hLO, xylenol orange hydroperoxide absorbance; Potency, µM (titrated, usually from 57.1 µM), inactives show top-dose activity change, negative = inhibition, most hits filed as inhibitors; actives 0.12% (n = 150,000); AID 1452; further: potency means the concentration at half of the fitted maximal effect; nearly all actives have a fitted effect of over 55% in size; many of its hits are not listed in these tables
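Hydroperoxide formation by human 12-lipoxygenase from 40 uM arachidonic acid was followed colorimetrically via ferric-xylenol orange complex, using the 573/405 nm absorbance ratio. Enzyme concentration was 150 nM, with 30 min reaction at room temperature.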
* marks the source's active call; other numbers are inactive results; ? = inconclusive; · = no result given; [ ] = dose if it differs, or a comment. Unless noted, the call rests on the fitted dose curve; in most records, active means well fitted curve in the direction sought with a large enough effect; inconclusive means small, poorly fitted or top-dose-only effect, or another doubt; inactive means no such curve, though single readings can be large; an effect the other way counts as inactive or inconclusive. Unless noted, on the % scale 0 is the no-effect control and ±100 the full control effect. This is a subset (hit frequency here may not be typical).

item	mol	ALOX15B inhib	IMPase cell inh	ALOX12 inhib	PNC assembly inh
1	COC(=O)c1ccc(-c2ccco2)n1Cc1nc(-c2ccc(OC)c(OC)c2)oc1C	-10%	11	-27%	?
2	C=CCNC(=O)C(=O)N/N=C/c1ccco1	·	11	-2%	-5
3	COC1C[C@@H](O[C@@H]2C(C)C(=O)OC(C)C(C)[C@H](OC(C)=O)C(C)C(=O)[C@@]3(CO3)CC(C)C(OC3OC(C)CC(N(C)C)[C@H]3OC(C)=O)C2C)OC(C)[C@@H]1OC(C)=O (stereo not given in full)	9%	·	0%	·
4	O=C(Nc1cccc(C(F)(F)F)c1)OCCN1CCN(Cc2ccccc2)CCC1=O	20%[0.0915 µM]	·	-2%[0.00818 µM]	-12
5	CC(Cc1cccs1)NC(=O)Nc1ccc(Cl)c(Cl)c1 (stereo not given)	-22%	7	-13%	?
6	COc1ccc([N+](=O)[O-])cc1N(CC(O)CN(C)C)S(=O)(=O)c1ccccc1 (stereo not given)	·	·	-6%	24
7	Cc1ccc(S(=O)(=O)Nc2cc(NC(=O)CN3CCOCC3)ccc2Cl)cc1	-9%	8	-5%	?
8	Cc1cc(NC(=O)NC(=O)c2ccc(F)cc2F)n[nH]1	-3%	0	-3%	-14
9	O=S(=O)(NCCNC/C=C\c1ccc(Br)cc1)c1cccc2cnccc12	46%[activator]	8	-9%	·
10	CCN(CC)c1ccc(-c2nnc(SCC(=O)Nc3ccccc3C#N)n2-c2ccccc2)cc1	-13%	7	3%	55
11	Cc1ccc(C)c2c1cc(C)c1nnc(SCc3ccccn3)n12	3%[11.4 µM]	14[1.84 µM]	3%	-14
12	C=CCN1C(=O)C2(c3ccccc31)C1CCCC=C1C(C#N)=C(N)C2(C#N)C#N (stereo not given)	-3%	5	-23%	-29
13	O=C(Nc1cccc2c1CCCC2)c1ccncc1	·	5	1%	-17
14	O=C(CSc1nc(-c2ccccc2)cs1)NCc1ccco1	-1%	-14	1%	?
15	COc1ccc(C=Nc2c(O)ccc3ccccc23)cc1OC	-9%[11.4 µM]	·	-2%[11.4 µM]	·
16	CCN(CC)S(=O)(=O)c1cc([N+](=O)[O-])ccc1NNC(=O)Nc1ccccc1OC	-18%	5	-13%	17
17	Cc1cc(C)c(C2C(C#N)=C(N)Oc3n[nH]c(C)c32)cc1CN1CCOCC1 (stereo not given)	3%	8	3%	47
18	Cn1c2ccccc2c2cc(C(=O)OCC(=O)N3CC(=O)Nc4ccccc43)sc21	?	-2	-4%	5
19	CC(=O)[C@@]1(O)CC[C@H]2[C@@H]3C[C@H](C)C4=CC(=O)C=C[C@]4(C)[C@@]3(F)[C@@H](O)C[C@@]21C	·	·	0%	14
20	CCCC(=O)Nc1ccccc1NC(C)=O	3%	0	-4%	?
21	COc1ccc(-n2nc(C(=O)c3cccs3)cc(-c3nc4ccccc4[nH]3)c2=N)cc1	·	-4	-3%	11
22	COc1ccc(NC(=O)CSc2nnc(-c3cccs3)n2Cc2ccco2)cc1OC	-3%	6	-5%	10
23	COc1ccc(N(CC(=O)Nc2ccc3c(c2)OCCO3)S(=O)(=O)c2cccnc2)cc1	-2%	-2	-5%	?
24	COc1ccc(-n2c(C)nnc2SCC(=O)N2C(C)CCCC2C)cc1 (stereo not given)	-3%	0	6%	12
25	O=C(Nc1ccc2oc(-c3ccccc3F)nc2c1)c1ncn[nH]1	1%	-10	-2%	38
26	O=C(CCC1CCCC1)c1c(O)c2ccccc2oc1=O	·	9	1%	-24
27	COc1ccc(CN2CCCCC2c2cccnc2)c(OC)c1C (stereo not given)	-10%	5	5%	58
28	Cc1sc(NC(=O)c2cc3ccccc3oc2=O)c(C(=O)OC(C)C)c1-c1ccccc1	-10%	-2	1%	44
29	Cc1[nH]c(-c2ccco2)nc1C(=O)O	·	1	1%	50
30	COCCCNC(=O)/C=C/c1cccc(Cl)c1	0%	-2	1%	3

Just ALOX15B inhib and ALOX12 inhib, for some of the entries so far:
# | compound | ALOX15B inhib | ALOX12 inhib
20 | CCCC(=O)Nc1ccccc1NC(C)=O | 3% | -4%
16 | CCN(CC)S(=O)(=O)c1cc([N+](=O)[O-])ccc1NNC(=O)Nc1ccccc1OC | -18% | -13%

The list continues.
item	mol	ALOX15B inhib	IMPase cell inh	ALOX12 inhib	PNC assembly inh
31	O=C(COC(=O)c1ccccc1)NCc1cccs1	·	·	8%	?
32	CSCCC(NC(=O)c1ccccc1)C(=O)OCC(=O)c1ccc[nH]1 (stereo not given)	·	·	2%	9
33	Cc1ccccc1NC(=O)c1oc(=O)c2ccccc2c1-c1ccccc1	·	·	-1%	-11
34	CCc1ccc(-c2cc(C(F)(F)F)n3nc(C(=O)Nc4cnn(Cc5ccc(C)cc5)c4)cc3n2)s1	-23%	-5	2%	?
35	COc1nccc(Nc2ccccc2)c1C#N	-5%	2	-7%	7
36	Cc1ccc(Nc2cc(C)nc3nc(C)nn23)c(C)c1	·	·	1%	1
37	CCOC(=O)N1CCN(C(=O)CCn2nc(-c3ccc(Cl)cc3)ccc2=O)CC1	-4%	4	3%	67
38	NCCCC(=O)N1c2ccccc2Sc2ccccc21	30%	20	6%	-8
39	COc1ccccc1NC(=O)c1ccccc1-c1nc(-c2ccccc2OC)no1	-12%[11.4 µM]	-10[1.84 µM]	1%	-19
40	CC1(C)CC(=O)C(CC(=O)NC(=O)NCc2ccccc2)=C(O)C1	·	11	2%	-1
41	COc1ccc(N2CCN(C(=O)CSc3nnnn3-c3ccc4c(c3)OCCO4)CC2)cc1	-3%	13	-7%	9
42	Oc1ccc2ccccc2c1CN(Cc1c(O)ccc2ccccc12)C1CCCCC1	-24%[11.4 µM]	·	-4%[11.4 µM]	·
43	COc1ccccc1NC(=O)C1=C(C)NC2=C(C(=O)CC(c3ccc(OC)c(OC)c3)C2)C1c1coc2ccccc2c1=O (stereo not given)	·	·	-3%	-27
44	COc1ccc(Cl)cc1NC(=O)c1cccnc1	-1%	8	1%	-5
45	COc1ccc(CN(CCO)CCO)cc1[N+](=O)[O-]	·	·	0%	-13
46	Cc1cccc(-n2c(C)nc3c(cnn3-c3ccc(F)cc3)c2=O)c1	-1%	10	1%	-27
47	O=C(CCC1CCCCC1)NNC(=O)c1cnccn1	·	·	3%	5
48	Nc1nc(CSc2nnnn2-c2ccccc2)nc(N2CCCc3ccccc32)n1	·	-8	-4%	?
49	CCNc1ncc2nc(-c3ccc(OC)cc3)c(=O)n(Cc3cccc(OC)c3)c2n1	-1%	·	0%	·
50	Cc1nc(C)c(C(=O)N/N=C/c2c[nH]c3ccccc23)s1	-8%	1	-3%	-87*
51	CC(=O)c1ccc(NC(=O)COC(=O)CCC(=O)c2cccs2)cc1	·	-5	-2%	?
52	Nc1c(-c2cccs2)cnn1-c1nc(-c2ccc(F)cc2)cs1	9%	5	-1%	-19
53	O=C(Nc1cc(Cl)c(O)c(Cl)c1)C1CCCO1 (stereo not given)	5%	14	-1%	-2
54	CC1CCN(C(=O)Cn2cc(C(=O)C3CC3)c3ccccc32)CC1	·	-3	2%	-103*
55	CCS(=O)(=O)Nc1ccc(C(=O)CC2(O)C(=O)Nc3ccccc32)cc1 (stereo not given)	2%	1	3%	-23
56	COc1ccc(CCNC(=O)C2CCN(C(=O)N(C)C)CC2)cc1OC	2%	-15	-2%	?
57	Cc1nnc2sc(-c3csc4c3CCCC4)nn12	-4%	0	1%	42
58	COc1cc2[nH]c(=O)n(CCCCCC(=O)NCCCN3CCOCC3)c(=O)c2cc1OC	3%	4	-3%	29
59	O=c1cc(C(F)(F)F)[nH]c2c(C(F)(F)F)cccc12	·	·	4%	16
60	Cc1cc(C)c(NC(=O)C(C)(C)C)c(Cl)c1	-11%	2	-6%	17
61	O=C1CSC(=Nc2ccccc2Cl)N1	-8%	-10	3%	-16
62	COc1ccccc1-c1nnc(SCc2nc3ccccc3[nH]2)n1C	2%	-2	1%	61
63	Cc1cccc2cc(/C=C3\N=C(c4ccccc4)OC3=O)c(N3CCOCC3)nc12	-10%	1	-1%	-28
64	O=C(O)c1cc2sccc2s1	4%	?	8%	?
65	Cc1ccc(C(O)CN2C3=NCCN3c3ccccc32)cc1 (stereo not given)	6%	-1	0%	?
66	CCOC(=O)C1=C(C)NC2=C(C(=O)CCC2)C1c1coc2ccccc2c1=O (stereo not given)	3%	9	-7%	3
67	Fc1ccccc1CNC(=S)Nc1ccc(Cl)cc1	·	-4	-5%	1
68	CC(=O)N(c1ccccc1)C1SC(=O)N(c2ccccc2)C1=O (stereo not given)	-2%	6	-3%	-1
69	Cc1ccc(SCc2nnc(NC(=O)c3ccccc3)s2)cc1	6%	2	-2%	23
70	FC(F)(F)c1nc2ncc(Cl)cc2[nH]1	-4%	6	1%	-6
71	O=[N+]([O-])c1ccc(NC(=S)NCCc2ccc(F)cc2)cc1	·	10	-29%	-13
72	CCCNC(=O)NC(C)C12CC3CC(CC(C3)C1)C2 (stereo not given)	-7%	-3	5%	?
73	Cn1c(C(=O)OC(C(=O)NC2CCCCC2)c2ccncc2)cc2sccc21 (stereo not given)	13%	1	-3%	-6
74	COc1cccc(C(c2c(C)[nH]n(-c3ccccc3)c2=O)c2c(C)[nH]n(-c3ccccc3)c2=O)c1OC	·	·	-2%	6
75	O=C(CCCSc1nc2ccccc2[nH]1)N1CCN(c2ccccc2)CC1	14%	2	-10%	-23
76	CC(C)Cn1c(CN(Cc2ccccc2)Cc2ccccc2)nc2c1c(=O)n(C)c(=O)n2C	0%	0	-2%	1
77	Cc1nn(CC(=O)NCc2cc3ccccc3[nH]2)c(C)c1[N+](=O)[O-]	·	·	0%	?
78	COc1ccc(S(=O)(=O)NN=C2CCCCC2)cc1	-5%	-1	-6%	1
79	Cn1c(NCc2ccccc2)nc2c1c(=O)n(Cc1ccc(Br)cc1)c(=O)n2C	-5%	9	-28%	9
80	COc1ccc(Cn2c(-c3ccc(C)cc3)nc3c(c(=O)c4ccccc4n3C)c2=O)cc1	·	·	-6%	34
81	Cc1ccc(-n2c(SCC(=O)OC(C)C)nnc2-c2cnccn2)cc1	-3%	0	3%	?
82	CCCCC(=O)Nc1cccc(-c2csc(-c3ccccc3)n2)c1	·	·	0%	-13
83	C=CCn1c(C)cc(C(=O)CN2C(=O)c3ccccc3C2=O)c1C	-4%	8	-3%	10
84	COc1cc(CN2CC(=O)N(c3ccc(C)cc3)C2=S)cc(OC)c1OC	·	-8	1%	?
85	CN1C(=O)NC(c2cccc(O)c2)C(C(=O)c2cccs2)C1(O)C(F)(F)F (stereo not given)	6%	2	-22%	2
86	CN(C)CCCC(C)(O)C(C)(C)c1ccccc1 (stereo not given)	·	·	2%	27
87	c1ccc(CSc2nnc(Cc3ccccn3)o2)cc1	4%	-4	-9%	-11
88	CCC(=O)Nc1ccc(S(=O)(=O)c2ccc(NC(=O)CC)cc2)cc1	9%	0	4%	-23
89	Cc1ccc(CC(=O)Nc2ccccc2-c2ccccc2)cc1C	·	·	0%	-29
90	Cn1cccc1-c1nc2ccc(NC(=O)c3ccc([N+](=O)[O-])cc3)cc2[nH]1	-7%	4	3%	-18

Going on with the list:
item	mol	ALOX15B inhib	IMPase cell inh	ALOX12 inhib	PNC assembly inh
91	Cc1cc(OCC(=O)NC(C)C)cc(C)c1Cl	·	-9	2%	-100*
92	CC(/C=C/c1ccc2c(c1)OCO2)=N/NC(=O)c1cccnc1	·	·	-2%	34
93	CS(=O)(=O)N(CC(=O)Nc1cccnc1)c1ccc2c(c1)OCCO2	-4%	12	-2%	-2
94	Nc1ncnc2c([C@@H]3O[C@@H](CO)[C@H](O)[C@@H]3O)nsc12	-6%[11.4 µM]	·	3%[11.4 µM]	·
95	COc1cccc(/C(O)=C2\C(=O)C(=O)N(c3ccccn3)C2c2ccccc2OC)c1 (stereo not given)	30%[activator]	-19	10%	?

Screens (PubChem)
